iPSC survival up = hiPSC single-cell survival enhancement | ATPlite luminescence; 100% = ROCK inhibitor wells, 0% = DMSO | survival enhancement, % at 20 µM | 360,000 tested, 0.044% active | AID 602274; in the data active means survival enhancement above about 18%;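 further: cells exposed to compounds for 16 hours before the ATP read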
ABCB6 inh MLPCN = human ABCB6 transporter inhibition; 360,000 tested, 0.19% active; fluorescence ratio to DMSO, % at 10 µM; Q9NP58; K562-ABCB6 porphyrin accumulation, flow cytometry, 1 h; active compounds read low; AID 602162;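 active means fluorescence ratio to DMSO below 75%, the collection mean minus 3 SD; inconclusive means too few cells collected in the well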;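 further: signal is porphyrin accumulated inside mitochondria; 100% equals median channel fluorescence of DMSO control wells; lower ratio means ABCB6 inhibition with less porphyrin fluorescence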
aDG glyco up = increases alpha dystroglycan glycosylation | Pro5-aDG cells, alpha-DG glycosylation AlphaScreen (IIH6); 0% Pro5, 100% B10-LARGE cell signal | activation, % at 10 µM | 360,000 tested, 0.22% active;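 active means activation of at least 8% versus controls, or a plate z-score of at least 8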;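 further: Pro5 are CHO cells carrying HIG-tagged alpha-DG that lacks glycosylation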
ABHD5 PLIN5 PPI = inhibitors of human ABHD5-perilipin-5 interaction. Split G. princeps luciferase complementation, luminescence, 4 h. 360,000 tested, 0.78% active. inhibition, % at 4 µM. AID 602281;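 active means inhibition above the mean inhibition across every tested compound plus 3 SD, cut at about 22% in these data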;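 further: 0% = DMSO only wells and the 100% control is not disclosed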
Exocytosis inh = lytic granule exocytosis inhibition; AID 651702; 360,000 tested, 0.66% active; TALL-104 LAMP-1 surface exposure, flow cytometry; cells stimulated with thapsigargin and PMA; inhibition, % at 10 µM;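 active means inhibition above about 55%, limit read from the data; inconclusive means no clear call, values can overlap the other calls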
N-glyco inh = N-linked glycosylation inhibition. reporter increase, % at 12.5 µM. D54 ERlucT glycosylation luciferase reporter, 24 h; percent of 100 nM tunicamycin response. 360,000 tested, 0.23% active;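 active means mean luciferase reporter signal, scaled so untreated is 0 and the glycosylation-blocking control 100, at or above a set limit in every replicate; inconclusive means mean reaches the limit but not every replicate does; inactive means mean below the limit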;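 further: luciferase carries N-glycosylation sites so blocking glycosylation raises the light; 0% = median of neutral control wells and 100% = median of 100 nM tunicamycin wells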
MC4R antag cAMP = blocks human MC4R cAMP signaling | MC4R-expressing cells, MTII-stimulated cAMP, LANCE TR-FRET | inhibition, % at 6.5 µM | P32245 | 360,000 tested, 0.48% active;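 active means inhibition above its plate's cutoff, the mean of tested wells on that plate plus 3 SD, cut at about 29% in these data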;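 further: 0% = Melanotan II alone and 100% = Melanotan II plus saturating MCL0020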
Target sequence (P32245 whole entry, looked up): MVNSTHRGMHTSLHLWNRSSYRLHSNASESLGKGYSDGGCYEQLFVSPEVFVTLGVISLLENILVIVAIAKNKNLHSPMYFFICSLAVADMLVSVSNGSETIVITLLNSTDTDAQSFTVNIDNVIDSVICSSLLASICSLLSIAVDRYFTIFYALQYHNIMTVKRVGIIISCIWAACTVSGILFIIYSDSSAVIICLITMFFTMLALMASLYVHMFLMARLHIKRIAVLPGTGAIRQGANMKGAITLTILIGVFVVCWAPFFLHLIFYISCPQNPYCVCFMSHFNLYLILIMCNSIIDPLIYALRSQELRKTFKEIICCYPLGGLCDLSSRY
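Test system: U2OS cells stably expressing human melanocortin 4 receptor (MC4R); also added: Melanotan II challenge; compound: 6.5 µM single dose; timing: 30-min compound preincubation, 1-h Melanotan II challenge, 1-h detection, room temperature; signal: Eu-cAMP/anti-cAMP TR-FRET, emission 671 nm; repeats: one well per compound, no replicates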
HTR2A ag = mouse HTR2A agonism via beta-arrestin recruitment | P35363 | CHO-K1 mHTR2A beta-arrestin complementation, luminescence; percent of 30 µM serotonin response | activation, % at 7.6 µM | 360,000 tested, 0.66% active | AID 624169;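 active means activation above a run cutoff, the mean activation of all tested compounds plus 3 SD, cut at about 14% in these data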;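 further: 0% = plate median of compound wells and 100% = 30 µM serotonin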
Target sequence (P35363 whole entry, looked up): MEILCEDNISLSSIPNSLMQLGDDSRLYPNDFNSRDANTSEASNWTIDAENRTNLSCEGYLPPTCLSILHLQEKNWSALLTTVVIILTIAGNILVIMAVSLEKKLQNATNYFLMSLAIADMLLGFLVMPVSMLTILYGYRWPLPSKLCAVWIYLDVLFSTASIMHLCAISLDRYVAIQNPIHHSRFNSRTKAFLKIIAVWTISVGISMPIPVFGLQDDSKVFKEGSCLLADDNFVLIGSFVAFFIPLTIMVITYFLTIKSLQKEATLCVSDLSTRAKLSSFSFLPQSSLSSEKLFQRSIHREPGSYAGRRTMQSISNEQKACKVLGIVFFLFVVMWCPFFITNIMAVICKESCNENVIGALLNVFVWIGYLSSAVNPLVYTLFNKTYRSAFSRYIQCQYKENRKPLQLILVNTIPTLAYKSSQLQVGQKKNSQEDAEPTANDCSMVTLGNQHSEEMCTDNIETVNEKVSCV
Cardio protect = modulators protecting cardiomyocytes from myocardial damage; 360,000 tested, 0.63% active; H9c2 cardiomyocytes, H2O2 injury protection, ATPLite, 2 h; protection from H2O2 cell death, % at 20 µM;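 active means compounds giving at least 50% protection of heart cells from peroxide-induced death in the single-dose screen, raw or plate-pattern-corrected value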;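 further: 0% = DMSO wells with peroxide and 100% = DMSO wells without peroxide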
MC4R ag barr = agonists of human melanocortin 4 receptor (MC4R) beta-arrestin. P32245. U2OS MC4R beta-arrestin complementation, luminescence; percent of melanotan II response, DMSO zero. activation, % at 8.9 µM. 360,000 tested, 0.98% active. AID 540308;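 active means activation above a per-plate cutoff, the mean activation of sample wells on that plate plus 3 SD, cut at about 8% in these data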
Numbers without * were called inactive; ? = inconclusive; . = no result given. This is a random part of the collection; about 4.5% have a hit in one of these screens.

SMILES | iPSC survival up | ABCB6 inh MLPCN | aDG glyco up | ABHD5 PLIN5 PPI | Exocytosis inh | N-glyco inh | MC4R antag cAMP | HTR2A ag | Cardio protect | MC4R ag barr
CN1C(=O)CC(c2ccccc2)CC1=O | -2.6 | 93 | -0.2 | -4 | 16 | 1 | -2 | 0 | 3 | -0.6
COC(=O)CC1C(=O)NCCN1C(=S)Nc1cccc(C(F)(F)F)c1 (stereo not drawn) | 0.1 | 100 | 0.3 | -2 | 2 | 2 | 0 | 2 | 1 | -0.2
CC1CN(C2CCN(C(=O)COc3ccccc3)CC2)CC(C)O1 (stereo not drawn) | -1.3 | 87 | 0.9 | -4 | -2 | 1 | 4 | 0 | 3 | -2.1
O=C1Nc2ccc3c(c2C1=Cc1cc2c(cc1Br)OCO2)OCO3 | -3.2 | 91 | -0.2 | -1 | 1 | 9 | -12 | 1 | 0 | -1.6
CCOc1ncc(S(=O)(=O)N2CCN(CC)CC2)cc1C(=O)O | 0.5 | 103 | -0.3 | 1 | -7 | 0 | -7 | 2 | 3 | -4.4
Cc1noc2ncnc(N3CCCC3)c12 | -0.2 | 106 | -0.1 | 0 | 0 | 1 | 9 | -2 | 12 | -2.7
O=C(/C=C/c1ccco1)NC1=NCCS1 | -1.9 | 99 | 0.1 | 1 | -3 | -5 | 1 | 3 | -4 | -0.8
O=S(=O)(c1ccccc1)N1C2CCC1CC(O)(c1cccnc1)C2 (stereo not drawn) | 4.3 | 89 | 0.0 | 0 | -3 | 1 | 6 | 0 | 6 | -0.7
O=C(NCC1CCCCC1)c1ccc2nc([C@@H]3O[C@H](CO)[C@@H](O)[C@H]3O)[nH]c2c1 | -1.2 | 100 | 0.4 | -6 | 0 | 2 | 15 | 1 | 0 | 2.6
CCC(C)(C)n1nnnc1C(C(C)C)N(CCN1CCOCC1)Cc1cc2cccc(C)c2[nH]c1=O (stereo not drawn) | -0.9 | 107 | -0.1 | -9 | 5 | 0 | 21 | 4 | 8 | 0.9
CC(NC(C)c1ccccc1Cl)C(=O)Nc1cccc(S(=O)(=O)N2CCCCC2)c1 (stereo not drawn) | -0.7 | 99 | 0.3 | -9 | 0 | -5 | 4 | -12 | -6 | 0.1
CCOC(=O)N/N=C\c1ccc(OC/C=C/c2ccccc2)cc1 | -0.4 | 101 | 0.0 | 0 | 2 | -3 | 2 | 14 | 1 | 11*
O=C(OCCNC(=O)c1cc2ccccc2oc1=O)c1cccnc1 | 0.0 | 95 | 0.3 | 0 | 4 | 1 | 15 | 5 | 4 | 3.5
Cc1nc(-c2ccc(F)cc2)c(CC(=O)N(C)CC(=O)Nc2ccccc2Cl)s1 | -0.5 | 94 | 0.1 | 4 | 2 | -2 | -4 | 6 | 0 | -2.3
COc1cccc(NC(=O)CN(C)C(=O)c2cn(-c3ccccc3)nc2-c2cccs2)c1 | -0.5 | 90 | 0.3 | -8 | -8 | 2 | 2 | 2 | 15 | -2.6
COc1ccccc1C(=O)NCCC(=O)NNC(=O)Cn1ccc(C(F)(F)F)n1 | -0.3 | 100 | 0.1 | 2 | 9 | 3 | -11 | -2 | -4 | 2.9
Cc1nc2ccccc2c2c1C(=O)N(C(C)C)C2=O | -2.1 | 104 | 0.2 | -7 | 0 | 0 | -5 | 5 | -3 | 0.4
CCOC(=O)[C@H]1[C@H]2COc3ccc(OC)cc3[C@@H]2N2C(=O)CN(C)C(=O)[C@@]12C | 2.7 | 98 | -0.3 | 0 | 1 | 1 | 7 | 1 | -4 | 0.6
Clc1ccc(Nc2nc(-c3cccs3)cs2)nc1 | -1.9 | 97 | -0.1 | -12 | -4 | -12 | -3 | -2 | -19 | 2.0
CCC(C)NCCCCOc1ccc(C)cc1[N+](=O)[O-] (stereo not drawn) | -1.9 | 101 | 0.5 | -3 | 1 | -2 | -4 | -7 | 2 | -0.3

Single records (already shown).
Record of O=C(/C=C/c1ccco1)NC1=NCCS1 → iPSC survival up: -1.9; ABCB6 inh MLPCN: 99; aDG glyco up: 0.1; ABHD5 PLIN5 PPI: 1; Exocytosis inh: -3; N-glyco inh: -5; MC4R antag cAMP: 1; HTR2A ag: 3; Cardio protect: -4; MC4R ag barr: -0.8
Record of COC(=O)CC1C(=O)NCCN1C(=S)Nc1cccc(C(F)(F)F)c1 (stereo not drawn) → iPSC survival up: 0.1; ABCB6 inh MLPCN: 100; aDG glyco up: 0.3; ABHD5 PLIN5 PPI: -2; Exocytosis inh: 2; N-glyco inh: 2; MC4R antag cAMP: 0; HTR2A ag: 2; Cardio protect: 1; MC4R ag barr: -0.2

Further structures follow:
SMILES | iPSC survival up | ABCB6 inh MLPCN | aDG glyco up | ABHD5 PLIN5 PPI | Exocytosis inh | N-glyco inh | MC4R antag cAMP | HTR2A ag | Cardio protect | MC4R ag barr
COc1ccccc1NS(=O)(=O)c1cc(Cl)ccc1OC | -3.9 | 96 | -0.1 | 7 | 2 | -1 | 2 | -1 | -2 | -1.5
O=C(CSc1nc(-c2ccco2)cc(C(F)(F)F)n1)N1CCN(Cc2ccccc2)CC1 | 1.2 | 95 | -0.3 | 4 | -1 | -3 | 1 | 2 | 3 | 1.1
Cc1ccc(C)c(NC(=S)NCCc2ccc(S(N)(=O)=O)cc2)c1 | 0.4 | 101 | -0.1 | 4 | -1 | -1 | 0 | 3 | 2 | -1.0
Cc1nc2ccc(C(=O)NCc3ccc4c(c3)OCO4)cc2s1 | 1.0 | 108 | 0.6 | -2 | 7 | -2 | 15 | -1 | 7 | -0.6
COCCn1c(=NC(=O)CSCC(=O)NC2CCCCC2)sc2cc(OC)ccc21 | 0.1 | 92 | 0.7 | 1 | -3 | -3 | -11 | -2 | 4 | -0.4
CC(=O)N1CCn2c3c(c(=O)c4cc(C)ccc42)CCC31 (stereo not drawn) | -1.5 | 88 | 0.0 | -33 | -2 | 3 | 1 | -3 | 1 | -1.4
Cc1ccc(N(C(=O)C2CCC(=O)N2)C2(C(=O)NC3CCCCC3)CCCCC2)cc1 (stereo not drawn) | -1.9 | 97 | 0.2 | -3 | -1 | 2 | 3 | 1 | -3 | -0.4
Cc1ccccc1N(CC(=O)NC1CCCC1)C(=O)CS(=O)CC(=O)Nc1ccc2c(c1)OCO2 (stereo not drawn) | 1.5 | 91 | -0.2 | 3 | -2 | 1 | -4 | 8 | 2 | 0.1
CCOC(=O)c1c(CSC(=N)N)n(C)c2cc(Br)c(OC(C)=O)cc12 | -0.4 | 93 | -0.2 | 17 | 49 | 13 | 1 | -9 | -3 | -3.5
Cc1cccc2nc(-c3cccc(NC(=O)Cc4ccccc4)c3)cn12 | -0.9 | 98 | 1.5 | 10 | 15 | 3 | 1 | -3 | 8 | 1.0
Cc1nc(SCC(=O)c2ccc(F)cc2)n[nH]1 | 4.8 | 98 | -0.2 | -4 | 0 | -1 | 15 | 0 | 11 | -0.5
COc1ccccc1CNC(=O)CCN=C1NS(=O)(=O)c2ccccc21 | 5.5 | 100 | 0.1 | 5 | 15 | 0 | 2 | 4 | -10 | -0.7
O=S(Cc1cc(Oc2ccccc2)nc(-c2ccccc2)n1)c1ccccc1 (stereo not drawn) | 0.3 | 94 | 0.1 | -1 | ? | -1 | -2 | -1 | 1 | -1.7
CCOC(=O)n1c(=O)oc2cc(S(=O)(=O)N3CCOCC3)ccc21 | 5.8 | 102 | -0.2 | 3 | -4 | -1 | 1 | 2 | 2 | -2.1
COc1ccccc1OCC(=O)OCC(=O)Nc1sccc1C(N)=O | 2.9 | 101 | -0.2 | -1 | 1 | 1 | -2 | 1 | -2 | -0.4
COc1cc(/C=C2\CCc3c2nc2ccccc2c3C(=O)O)cc(OC)c1OC | -0.6 | 96 | 0.1 | -2 | -1 | -4 | -20 | 4 | -13 | 0.0
CCc1nnc(NC(=O)COc2ccc([N+](=O)[O-])cc2)s1 | 2.3 | 90 | 0.1 | 2 | 2 | 0 | 2 | -2 | -6 | -1.4
O[C@@H]1CN(Cc2cccs2)[C@@H](c2ccccc2)C[C@H]1n1cc(C2CC2)nn1 | 0.5 | 104 | -0.3 | 12 | -4 | 0 | 6 | 6 | -6 | 0.2
Cc1ccccc1S(=O)(=O)Cc1ccc(C(=O)N2CCN(c3cccc(C)c3C)CC2)o1 | -2.7 | 108 | -0.3 | 10 | 7 | 4 | -14 | 2 | 14 | 0.9
COc1ccccc1N1CCN(Cc2cc3c(cc2O)OCO3)CC1 | -0.4 | 92 | 0.1 | -1 | 6 | -3 | 5 | -7 | 6 | -2.4
Cc1onc(-c2ccccc2Cl)c1C(=O)OCC(=O)c1ccc[nH]1 | 0.0 | 98 | 0.3 | -6 | 3 | -2 | 3 | 0 | -7 | -4.1
COCc1cc(=O)[nH]c(SCCS(=O)(=O)c2ccc(C)cc2)n1 | 1.0 | 92 | -0.2 | 2 | 3 | -1 | -1 | 6 | 1 | -1.9
CCCCn1c(N)c(N(CCC(C)C)C(=O)c2cccc(S(=O)(=O)N3CCN(C)CC3)c2)c(=O)[nH]c1=O | -0.2 | 101 | 0.1 | -14 | 8 | 0 | 5 | 8 | 4 | -1.5
COC(=O)N1CCN(c2ccc(C(C)=O)cc2)CC1 | -0.4 | 97 | 0.0 | 0 | 0 | 4 | 0 | -4 | 7 | 1.1
COc1cc2cc(CN(CCc3cccc(C)c3)C(=S)NCCCN3CCOCC3)c(=O)[nH]c2cc1OC | -1.1 | 92 | 0.1 | 11 | 47 | 1 | -8 | -11 | 11 | -2.9
CCNC(=O)OCC(CC)NC(=O)OCC(C)C (stereo not drawn) | 3.3 | 101 | 0.0 | -2 | 0 | -1 | -3 | -1 | 8 | -0.2
COc1ccc(Cc2c(-c3ccc(F)cc3)nc3ccc(Br)cn23)c(C)c1 | -1.1 | 104 | 0.1 | -7 | -5 | 1 | . | -8 | -3 | .
Cc1cc(C)n(-c2ccc(-n3ccnc3)nn2)n1 | -2.2 | 101 | 0.0 | 5 | -1 | 1 | -2 | 1 | 6 | 3.4
COc1ccc(C(=O)/C=C2/c3ccccc3CC(C)(C)N2C)cc1 | -3.1 | 98 | 0.0 | -1 | 1 | 4 | -29 | -5 | 3 | -2.9
CC(C)(C)NC(=O)/C(=C\c1ccc(Br)cc1)NC(=O)c1cccs1 | 4.8 | 94 | 0.3 | 2 | -1 | -3 | 6 | -3 | 12 | 0.0
COc1ccc(S(=O)(=O)n2cnc3ccccc32)cc1OC | -0.5 | 98 | -0.1 | 5 | 0 | 4 | -8 | 3 | 8 | -2.6
COCCn1c(SCC(=O)Nc2cc(C)on2)nc2cc(Cl)ccc2c1=O | -0.9 | 105 | 0.1 | -2 | 9 | 4 | 1 | 7 | 0 | -1.3
COc1ccc(/C=C(\C#N)C(=O)Nc2cccnc2)cc1 | 3.5 | 102 | 0.1 | -3 | 3 | 1 | 1 | 3 | 7 | 0.8
O=C(Nc1cccc(Cl)c1)c1cccc(Oc2ccc([N+](=O)[O-])cc2Cl)c1 | -0.2 | 99 | 0.2 | -6 | -8 | -11 | 0 | 4 | -29 | -0.9
CCOC(=O)C1=C(C)C(c2ccc(OC)cc2)NC(=O)N1 (stereo not drawn) | 6.1 | 98 | -0.1 | -2 | -13 | 2 | 6 | 1 | -3 | -4.3
